PLCb3 inh: human PLC-beta3 inhibitors, primary screen, biochemical, fluorescence. 1-phosphatidylinositol 4,5-bisphosphate phosphodiesterase beta-3 (Homo sapiens), Q01970. Purified PLC-beta3, fluorogenic substrate. inhibition, % at 12.2 µM. hit rate 0.18% among 370,000. AID 720704, 2013; in the data active = inhibition above about 11%;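 also: 0% = median of compound wells on plate and 100% = full blocker control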
DAX1 inh-1: DAX1 (NR0B1) inhibitors on StAR promoter, primary screen, cell-based, luminescence, SF-1 (NR5A1), full-length DAX-1; hit rate 1.1% among 370,000; inhibition, % at 6.8 µM; HEK293T StAR-luciferase reporter, SF-1/DAX-1 repression relief; AID 652010, 2013;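 active = inhibition above the mean over all tested compounds plus 3 SD, cut at about 3.6% in these data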;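 also: 0% = DAX-1 cells with DMSO and 100% = cells lacking DAX-1 with DMSO; higher inhibition means more luminescence from relief of DAX-1 repression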
DAX1 inh-2: DAX1 (NR0B1) inhibitors, primary screen, cell-based, HEK293, Gal4-DAX1, luciferase luminescence | HEK293 Gal4-DAX1 luciferase reporter | inhibition, % at 6.75 µM | hit rate 0.99% among 340,000 | AID 504766, 2011;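 active = inhibition above the mean over all tested compounds plus 3 SD, cut at about 4.2% in these data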;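 also: 0% = DAX1-transfected cells with DMSO and 100% = empty-vector control cells with DMSO; inhibition shows as a rise in luminescence from relieved DAX1 repression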
ssDAF-12 act: S. stercoralis DAF-12 nuclear receptor activators, primary screen, cell-based, luminescence, HEK293, GRIP1 co-expression, lit1-tk-luc | Nuclear hormone receptor DAF-12 (Strongyloides stercoralis) | HEK293 ssDAF-12/GRIP1 lit1-tk-luc reporter; % of 3 µM dafachronic acid response | activation, % at 6.8 µM | hit rate 1% among 370,000;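 active = activation above the mean over all tested compounds plus 3 SD, cut at about 0.9% in these data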;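 also: 0% = DMSO-only wells and 100% = 3 µM delta7-dafachronic acid wells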
hcDAF12 agonist: H. contortus DAF-12 nuclear receptor activators, primary screen, cell-based, luminescence, HEK293, lit1-tk-luc reporter | HEK293 hcDAF-12 lit1-tk-luc reporter; 0% DMSO, 100% Δ7-dafachronic acid | activation, % at 6.8 µM | hit rate 1.4% among 370,000 | AID 652067, 2013;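 active = activation above the mean of all tested compounds plus 3 SD, cut at about 5.5% in these data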;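 also: 100% = response to 3 µM Δ7-dafachronic acid high control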
ADAM10 inh: human ADAM10 inhibitors, primary screen, biochemical, QFRET, HTS | Disintegrin and metalloproteinase domain-containing protein 10 (Homo sapiens), O14672 | inhibition, % at 7 µM | recombinant ADAM10, EDANS/DABCYL FRET peptide cleavage, 3 h | hit rate 0.62% among 370,000;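 active = inhibition above a per-campaign cutoff equal to the mean of compounds falling between control-based bounds plus 3 SD, cut at about 20% in these data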;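 also: 0% = DMSO wells while the 100% control is not disclosed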
GAA850 FXN act: FXN promoter activators, primary screen, cell-based, luciferase luminescence, HEK293 lucGAA850. HEK293 lucGAA850 FXN promoter luciferase reporter, 24 h; percent of 10 µM SAHA response. activation, % at 6 µM. hit rate 0.56% among 360,000. AID 540364, 2011;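 active = activation above the average of all compounds screened plus 3 SD, cutoff fixed separately per campaign, cut at about 7.5% in these data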;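 also: 0% = DMSO wells and 100% = 10 µM SAHA wells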
PLC-gamma1 inh: PLC-gamma1 enzyme inhibitors, primary screen, biochemical, fluorescence, purified enzyme; hit rate 0.84% among 370,000; inhibition, % at 12.2 µM; fluorogenic substrate; 1-phosphatidylinositol 4,5-bisphosphate phosphodiesterase gamma-1 (Homo sapiens), P19174; in the data active = inhibition above about 9.5%
hgDAF12 agonist: H. glycines DAF-12 receptor agonists, primary screen, cell-based, luminescence, HEK293, GAL4 fusion, UAS-luciferase. HEK293 GAL4-hgDAF12 UAS-luciferase reporter, agonist luminescence; normalized to butyrate control. AID 687014, 2013. hit rate 1.8% among 370,000. activation, % at 6.8 µM. Nuclear hormone receptor DAF-12 (Heterodera glycines), GAL4 fusion;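 active = activation above a cutoff set at the mean of all screened compounds plus 3 SD, cut at about 10% in these data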;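 also: 0% = DMSO wells and 100% = sodium butyrate wells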
ADAM17 inh: ADAM17 inhibitors, primary screen, biochemical, QFRET | Disintegrin and metalloproteinase domain-containing protein 17 (Homo sapiens), P78536 | recombinant ADAM17, EDANS/DABCYL FRET peptide cleavage | inhibition, % at 6.95 µM | hit rate 0.83% among 370,000 | AID 720648, 2013;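 active = inhibition above the mean of compounds lying between control limits plus 3 SD, set per campaign, cut at about 8.5% in these data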;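 also: 0% = DMSO-only wells as the low control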
Target sequence (P78536 215-824 limits assumed): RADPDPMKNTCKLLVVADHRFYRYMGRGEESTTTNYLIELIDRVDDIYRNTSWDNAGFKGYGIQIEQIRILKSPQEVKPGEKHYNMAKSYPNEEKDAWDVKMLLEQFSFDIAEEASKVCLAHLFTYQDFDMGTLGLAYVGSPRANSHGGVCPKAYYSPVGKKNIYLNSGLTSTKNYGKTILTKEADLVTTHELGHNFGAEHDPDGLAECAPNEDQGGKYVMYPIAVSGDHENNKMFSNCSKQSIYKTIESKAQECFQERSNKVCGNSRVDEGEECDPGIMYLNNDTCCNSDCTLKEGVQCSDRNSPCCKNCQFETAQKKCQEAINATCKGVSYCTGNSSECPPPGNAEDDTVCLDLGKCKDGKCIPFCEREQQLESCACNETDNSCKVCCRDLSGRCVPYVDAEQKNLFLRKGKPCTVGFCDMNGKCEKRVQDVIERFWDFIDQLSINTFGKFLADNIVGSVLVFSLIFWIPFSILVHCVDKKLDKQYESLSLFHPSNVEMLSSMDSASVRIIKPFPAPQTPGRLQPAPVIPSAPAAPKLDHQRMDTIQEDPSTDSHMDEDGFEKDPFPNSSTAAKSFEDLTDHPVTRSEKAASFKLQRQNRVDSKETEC
sPLA2-III inh: human group III sPLA2 inhibitors, primary screen, biochemical, QFRET, BODIPY PC-A2 liposome substrate | Group 3 secretory phospholipase A2 (Homo sapiens), Q9NZ20 | hit rate 0.56% among 370,000 | inhibition, % at 12.2 µM | QFRET BODIPY PC-A2 liposome hydrolysis, fluorescence;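 active = inhibition above mean plus 3 SD of compounds lying within the high and low control bounds, cut at about 19% in these data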;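 also: 0% = median of test compound wells and 100% = no enzyme DMSO wells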
Target sequence (Q9NZ20 whole entry, looked up): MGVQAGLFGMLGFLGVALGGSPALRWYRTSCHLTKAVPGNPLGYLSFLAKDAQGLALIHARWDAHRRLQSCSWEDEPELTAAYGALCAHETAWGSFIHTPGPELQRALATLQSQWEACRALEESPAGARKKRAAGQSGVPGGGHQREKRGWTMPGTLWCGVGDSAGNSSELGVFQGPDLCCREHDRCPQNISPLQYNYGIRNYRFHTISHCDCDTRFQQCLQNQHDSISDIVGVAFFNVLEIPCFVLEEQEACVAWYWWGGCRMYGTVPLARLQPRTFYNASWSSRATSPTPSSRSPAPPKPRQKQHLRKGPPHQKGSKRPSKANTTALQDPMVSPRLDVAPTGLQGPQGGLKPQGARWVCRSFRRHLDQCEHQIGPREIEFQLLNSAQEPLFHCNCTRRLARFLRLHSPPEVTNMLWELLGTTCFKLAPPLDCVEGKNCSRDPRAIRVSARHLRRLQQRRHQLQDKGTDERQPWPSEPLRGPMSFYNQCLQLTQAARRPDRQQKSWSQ
* = called active by the depositor.

Screening CC[C@]12c3[nH]c4cc(CCC(=O)N(C)C)ccc4c3CCN1C(=O)[C@@H](CC(=O)NCCCOC)C[C@@H]2C(=O)N1CCN(C(=O)C2CC2)CC1 returned PLCb3 inh -4, DAX1 inh-1 -0.5, DAX1 inh-2 1.2, ssDAF-12 act -0.3, hcDAF12 agonist 0.8, ADAM10 inh -11, GAA850 FXN act 0.6, PLC-gamma1 inh -2, hgDAF12 agonist 1.4, ADAM17 inh 1 and sPLA2-III inh 5.
Screening Cc1ccc(S(=O)(=O)N(C)c2ccc(C(=O)N3CCN(Cc4ccc5c(c4)OCO5)CC3)cc2)cc1 returned PLCb3 inh 0, DAX1 inh-1 -3.1, DAX1 inh-2 -3.4, ssDAF-12 act -2.5, hcDAF12 agonist -4.5, ADAM10 inh 8, GAA850 FXN act -3.3, PLC-gamma1 inh 4, hgDAF12 agonist -8.1, ADAM17 inh 2 and sPLA2-III inh -15.
`C=CCOc1cccc(NC(=O)c2ccccc2SC)c1` gave PLCb3 inh 1, DAX1 inh-1 -1.3, DAX1 inh-2 -0.3, ssDAF-12 act -0.7, hcDAF12 agonist -4.6, ADAM10 inh 1, GAA850 FXN act 1.3, PLC-gamma1 inh 5, hgDAF12 agonist 4.1, ADAM17 inh -5 and sPLA2-III inh 14.
For CCOc1cc(C)c(S(=O)(=O)NCCCn2ccnc2)cc1C the results were PLCb3 inh -8, DAX1 inh-1 -1.1, DAX1 inh-2 -2.2, ssDAF-12 act -1.1, hcDAF12 agonist -2.6, ADAM10 inh -15, GAA850 FXN act 1.7, PLC-gamma1 inh 2, hgDAF12 agonist -3.9, ADAM17 inh -7 and sPLA2-III inh -17.
Clc1ccc(Oc2cnc3ccccc3n2)cc1 was read as PLCb3 inh 1, DAX1 inh-1 1.0, DAX1 inh-2 0.2, ssDAF-12 act -0.6, hcDAF12 agonist 0.6, ADAM10 inh 6, GAA850 FXN act -2.0, PLC-gamma1 inh 4, hgDAF12 agonist 2.1, ADAM17 inh -2 and sPLA2-III inh 2.
`Cc1cc(C(=O)OCC(=O)NCCCN2CCCC2=O)c2ccccc2n1` gave PLCb3 inh -6, DAX1 inh-1 0.4, DAX1 inh-2 0.3, ssDAF-12 act -1.4, hcDAF12 agonist -1.6, ADAM10 inh -18, GAA850 FXN act 1.2, PLC-gamma1 inh 0, hgDAF12 agonist -1.8, ADAM17 inh -7 and sPLA2-III inh 2.
`Cc1ccc(C(=O)NC(=S)Nc2ccc(N3CCN(C(=O)c4ccco4)CC3)cc2)cc1` gave PLCb3 inh -7, DAX1 inh-1 -3.4, DAX1 inh-2 -0.2, ssDAF-12 act -1.6, hcDAF12 agonist -0.4, ADAM10 inh 4, GAA850 FXN act -2.4, PLC-gamma1 inh 0, hgDAF12 agonist -2.3, ADAM17 inh -2 and sPLA2-III inh 1.
Screening Cc1ccc(-c2cc(C(=O)N3CC(C)OC(C)C3)c3ccccc3n2)o1 (centres undefined) returned PLCb3 inh inactive, DAX1 inh-1 1.9, DAX1 inh-2 0.7, ssDAF-12 act -0.7, hcDAF12 agonist 0.0, ADAM10 inh inactive, GAA850 FXN act 0.0, PLC-gamma1 inh inactive, hgDAF12 agonist 6.2, ADAM17 inh inactive and sPLA2-III inh 3.
`O=C(COc1ccc(Cl)cc1Cl)Nc1c(-c2cccs2)nc2ccccn12` gave PLCb3 inh -58, DAX1 inh-1 -0.3, DAX1 inh-2 -0.7, ssDAF-12 act -1.9, hcDAF12 agonist 0.0, ADAM10 inh -39, GAA850 FXN act 1.1, PLC-gamma1 inh -43, hgDAF12 agonist -2.4, ADAM17 inh -12 and sPLA2-III inh -17.
Screening Cc1ccc2nc(N3C(=O)C(O)=C(C(=O)c4ccc(C)o4)C3c3ccc(O)cc3)sc2c1 (centres undefined) returned PLCb3 inh -142, DAX1 inh-1 0.5, DAX1 inh-2 -0.2, ssDAF-12 act -0.3, hcDAF12 agonist 0.7, ADAM10 inh -1, GAA850 FXN act 1.0, PLC-gamma1 inh -117, hgDAF12 agonist 1.8, ADAM17 inh -1 and sPLA2-III inh -21.
Screening C(=C\c1ccco1)/C=N/n1cnnc1 returned PLCb3 inh -5, DAX1 inh-1 0.1, DAX1 inh-2 1.0, ssDAF-12 act -1.2, hcDAF12 agonist -1.0, ADAM10 inh 0, GAA850 FXN act 1.9, PLC-gamma1 inh -2, hgDAF12 agonist -1.3, ADAM17 inh -2 and sPLA2-III inh 0.
For Cc1ccc(S(=O)(=O)N2CCN(C(=O)NCc3ccc(C(=O)O)cc3)CC2)cc1 the results were PLCb3 inh -2, DAX1 inh-1 -0.1, DAX1 inh-2 -0.6, ssDAF-12 act -1.0, hcDAF12 agonist -1.4, ADAM10 inh -5, GAA850 FXN act -0.6, PLC-gamma1 inh 0, hgDAF12 agonist -1.2, ADAM17 inh -2 and sPLA2-III inh 2.
For Cc1ccc(-c2nn(-c3ccccc3)cc2NC(=O)c2ccccc2)cc1 the results were PLCb3 inh -4, DAX1 inh-1 -0.3, DAX1 inh-2 -0.8, ssDAF-12 act -1.1, hcDAF12 agonist -0.8, ADAM10 inh 4, GAA850 FXN act 1.4, PLC-gamma1 inh -2, hgDAF12 agonist 0.2, ADAM17 inh 1 and sPLA2-III inh 8.
`COc1ccc(OC(=O)c2cccc(S(=O)(=O)N3CCCC3)c2)cc1` gave PLCb3 inh 4, DAX1 inh-1 0.5, DAX1 inh-2 0.6, ssDAF-12 act -0.5, hcDAF12 agonist -1.6, ADAM10 inh 4, GAA850 FXN act -0.1, PLC-gamma1 inh 6, hgDAF12 agonist 2.7, ADAM17 inh -1 and sPLA2-III inh -4.
For C/C(=N\NC(=O)c1cccc(S(=O)(=O)N2CCOCC2)c1)c1ccc(O)cc1 the results were PLCb3 inh -6, DAX1 inh-1 -2.3, DAX1 inh-2 -0.7, ssDAF-12 act -1.1, hcDAF12 agonist -1.9, ADAM10 inh -1, GAA850 FXN act -0.6, PLC-gamma1 inh 1, hgDAF12 agonist 1.8, ADAM17 inh 3 and sPLA2-III inh -6.
Screening CCOc1ccc(NC(=O)N(CCC(C)C)C2CCN(C(C)=O)CC2)cc1 returned PLCb3 inh 2, DAX1 inh-1 -0.5, DAX1 inh-2 1.4, ssDAF-12 act -1.4, hcDAF12 agonist -0.8, ADAM10 inh -1, GAA850 FXN act -0.7, PLC-gamma1 inh 1, hgDAF12 agonist 1.3, ADAM17 inh -7 and sPLA2-III inh 3.
Screening CC(C)C[C@@H](C(=O)NCc1ccco1)N1C(=O)N2CCc3c([nH]c4ccccc34)[C@@]2(C)C1=O returned PLCb3 inh -8, DAX1 inh-1 0.2, DAX1 inh-2 -0.1, ssDAF-12 act -1.3, hcDAF12 agonist -0.1, ADAM10 inh -17, GAA850 FXN act -4.5, PLC-gamma1 inh -6, hgDAF12 agonist -1.1, ADAM17 inh -3 and sPLA2-III inh -22.
Nc1cc(=O)[nH]c(SCC(=O)Nc2ccc3c(c2)CCC3)n1 was read as PLCb3 inh -6, DAX1 inh-1 0.6, DAX1 inh-2 1.6, ssDAF-12 act -0.9, hcDAF12 agonist 1.1, ADAM10 inh -5, GAA850 FXN act 0.6, PLC-gamma1 inh 2, hgDAF12 agonist 0.7, ADAM17 inh -7 and sPLA2-III inh -3.
Screening O=C(CSc1nnc(-c2ccc(Br)cc2)n1C1CCCCC1)N1CCCC1 returned PLCb3 inh 6, DAX1 inh-1 -0.2, DAX1 inh-2 -0.6, ssDAF-12 act -1.3, hcDAF12 agonist -0.9, ADAM10 inh 12, GAA850 FXN act 3.3, PLC-gamma1 inh 16*, hgDAF12 agonist 1.2, ADAM17 inh 7 and sPLA2-III inh 6.
`CC(C)(C)c1ccc(/C=C2\Oc3cc(OC(=O)N4CCOCC4)ccc3C2=O)cc1` gave PLCb3 inh -7, DAX1 inh-1 0.1, DAX1 inh-2 -0.3, ssDAF-12 act -1.6, hcDAF12 agonist 3.3, ADAM10 inh -4, GAA850 FXN act 3.3, PLC-gamma1 inh -6, hgDAF12 agonist 0.7, ADAM17 inh -1 and sPLA2-III inh 5.
Screening COc1cc2oc(-c3ccc(O)cc3)cc(=O)c2c(O)c1OC returned PLCb3 inh -7, DAX1 inh-1 -1.7, DAX1 inh-2 -2.3, ssDAF-12 act -1.1, hcDAF12 agonist -2.2, ADAM10 inh -14, GAA850 FXN act 6.5, PLC-gamma1 inh 5, hgDAF12 agonist 3.0, ADAM17 inh 5 and sPLA2-III inh -11.
For COc1ccc(C(=O)CSc2nc(SC)ns2)cc1OC the results were PLCb3 inh -4, DAX1 inh-1 0.4, DAX1 inh-2 0.7, ssDAF-12 act -0.9, hcDAF12 agonist -1.1, ADAM10 inh 7, GAA850 FXN act 6.5, PLC-gamma1 inh -2, hgDAF12 agonist 1.7, ADAM17 inh -2 and sPLA2-III inh -27.
Screening Fc1ccc(-c2cc(C(F)(F)F)nc(-n3cccn3)n2)cc1 returned PLCb3 inh -12, DAX1 inh-1 -0.5, DAX1 inh-2 1.1, ssDAF-12 act -0.5, hcDAF12 agonist -1.6, ADAM10 inh -13, GAA850 FXN act 1.2, PLC-gamma1 inh -11, hgDAF12 agonist -2.0, ADAM17 inh -3 and sPLA2-III inh -7.
`Fc1cnc(Cl)nc1NC1CCCCC1` gave PLCb3 inh -3, DAX1 inh-1 -0.2, DAX1 inh-2 -0.5, ssDAF-12 act -1.3, hcDAF12 agonist -1.5, ADAM10 inh -2, GAA850 FXN act 0.6, PLC-gamma1 inh -1, hgDAF12 agonist 1.1, ADAM17 inh -1 and sPLA2-III inh 2.
CCOc1cc2c3c(c1)C1(Nc4ccccc4S1)C(=O)N3C(C)(C)CC2C (centres undefined) was read as PLCb3 inh -10, DAX1 inh-1 0.1, DAX1 inh-2 0.1, ssDAF-12 act 0.1, hcDAF12 agonist 2.5, ADAM10 inh -15, GAA850 FXN act -2.3, PLC-gamma1 inh -11, hgDAF12 agonist 0.0, ADAM17 inh -5 and sPLA2-III inh 10.
`CCOc1cc(/C=C2\C(=N)N3N=C(C)SC3=NC2=O)ccc1OCCOc1cccc(OC)c1` gave PLCb3 inh -19, DAX1 inh-1 -0.4, DAX1 inh-2 -0.1, ssDAF-12 act -1.4, hcDAF12 agonist -1.7, ADAM10 inh -62, GAA850 FXN act 0.6, PLC-gamma1 inh -10, hgDAF12 agonist 4.9, ADAM17 inh -27 and sPLA2-III inh -16.
